Screening results (PubChem)
K1F lysis inhibition: inhibition of K1F phage lysis, E. coli UTI89, bacterial capsule biogenesis inhibitors, alamar blue (AID 488966); actives 0.02% (n = 340,000); E. coli UTI89 K1F phage lysis, alamar blue, 2 h; higher % means a stronger effect; inhibition, % at 100 µM, or IC50 in µM where a hit was titrated;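 active = phage lysis inhibition, versus mean bacterial control, above a set limit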;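 note: capsule biogenesis inhibitors block K1F phage lysis so surviving cells raise fluorescence; higher fluorescence means more inhibition of phage lysis; actives were called in the ten point dose series up to 300 µM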
Hep lipid drop: inhibitors of hepatocyte lipid droplet formation, primary screen, imaging, high-throughput imaging, BODIPY stain; AML12 mouse hepatocytes, oleate lipid droplets; inhibition, % at 6.5 µM; actives 0.4% (n = 240,000); AID 1656, 2009;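 active = lipid droplet intensity inhibited by at least 50%, with more than 500 cells counted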
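Assay system: AML12 mouse liver cells | Compound dosing: One dose, 6.5 µM compound | Read-out basis: Droplet intensity reduction, % inhibition | Measured by: Fluorescence imaging, 20x objective, two fields per well | Schedule: Overnight treatment with compound plus oleate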
SIAH1 antagonists: Siah-1 peptide-binding antagonists, primary screen, biochemical, fluorescence polarization, rhodamine-plectin, uHTS (AID 1817); E3 ubiquitin-protein ligase SIAH1 (Homo sapiens); Siah-1 / rhodamine-plectin peptide fluorescence polarization; higher % means a stronger effect; displacement, % at 20 µM, or IC50 in µM where a hit was titrated; actives 0.02% (n = 290,000);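 active = displacement of at least 50% at 20 µM, with a fluorescence ratio check between 0.3 and a set limit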;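 note: plate controls were Siah plus tracer with DMSO for no effect and tracer alone without Siah for full effect; strong numbers were not always called active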
Hep lipid drop cells 6.5 µM: further read-out of Hep lipid drop, marked with its call; cell count; measured here: cell count, cytotoxicity flag;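 cells counted across two imaged fields per well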
The depositor's hits bear a star; [ ] = dose if it differs, or a comment. Only part of the results is shown (hit frequency here may not be typical).

SMILES	K1F lysis inhibition	Hep lipid drop	Hep lipid drop cells 6.5 µM	SIAH1 antagonists
Cc1nc2scc(C)n2c(=O)c1S(=O)(=O)Nc1ccc(N2CCOCC2)cc1	6.2%	5.7	752	0.3%
CCNS(=O)(=O)c1ccc(CCC(=O)N2CCN(c3ccccc3)CC2)cc1	-0.6%	1.9	827	2.3%
COc1ccc(C(=O)NCCC2=CCCCC2)cc1OC1CCN(C(C)C)CC1	-0.2%	-21.0	709	-1.3%
COC(=O)c1c(NC(=O)c2ccco2)sc2c1CC(C)(C)NC2(C)C	1.5%[50 µM]	5.1	703	1.3%
Cc1ccc(NS(=O)(=O)c2ccc(NC(=O)C3CC3)cc2)cc1C	0.1%	-0.3	859	-1.6%
O=C(CN1C(=O)COc2ccc(Cl)cc21)N1CCCCC1	0.0%	-4.1	890	3.7%
CC1Cc2c([nH]c3ccccc23)C(=O)N1 (stereo not given)	0.4%	2.6	836	-5.4%
COc1ccc(C)cc1S(=O)(=O)N1CCN(C(=O)c2ncoc2-c2cccc(C)c2)CC1	0.0%	-13.6	759	1.9%
O=c1[nH]c(C2CCCN(S(=O)(=O)Cc3ccccc3)C2)nc2c1nnn2Cc1cccc(Cl)c1 (stereo not given)	0.3%	-6.1	826	-1.6%
COCCn1c(SCC(=O)Nc2ccccc2OC)nnc1-c1ccco1	0.3%	-1.3	787	3.8%

2 entries picked at random from the list so far, as already listed:
SMILES	K1F lysis inhibition	Hep lipid drop	Hep lipid drop cells 6.5 µM	SIAH1 antagonists
O=C(CN1C(=O)COc2ccc(Cl)cc21)N1CCCCC1	0.0%	-4.1	890	3.7%
Cc1nc2scc(C)n2c(=O)c1S(=O)(=O)Nc1ccc(N2CCOCC2)cc1	6.2%	5.7	752	0.3%

The list continues:
SMILES	K1F lysis inhibition	Hep lipid drop	Hep lipid drop cells 6.5 µM	SIAH1 antagonists
COc1ccc(S(=O)(=O)N(C)CC(=O)NCCN2CCOCC2)cc1	0.5%	-17.2	769	2.1%
CCOc1cc(/C=C2/C(=O)ON=C2C)cc(Br)c1O	0.4%	-12.1	405	-1.5%
COc1ccc(C)cc1S(=O)(=O)N(C)CC(=O)NCc1ccccn1	0.2%	-9.1	799	-0.9%
COc1ccc(OCC(=O)Nc2ccc(NC(=O)c3ccco3)c(C)c2)cc1	-0.1%	-3.2	716	2.8%
COc1ccc(C(=O)NC2CCN(C(=O)NCc3ccccc3)CC2)cc1	-0.7%	13.8	814	9.9%
CCOc1ccc(N(CC(=O)N2CCN(c3ccccc3F)CC2)S(=O)(=O)c2c(C)noc2C)cc1	-0.4%	-5.0	680	-5.8%
Cc1ccc(F)cc1CNC(=O)C1CCC(=O)N(CC2CCCCC2)C1 (stereo not given)	0.3%	11.0	826	-0.9%
CCOc1ccc(CN2CCC(n3nccc3NC(=O)c3ccccc3OC)CC2)cc1	0.0%	-1.3	838	12.3%
O=C(O)c1cccc2c1C(=O)N(C1CCCC1)C2	0.0%	-1.6	819	10.3%
COc1ccccc1CNC(=O)C1CCCN(S(=O)(=O)c2cccc3nsnc23)C1 (stereo not given)	0.1%	-11.2	764	0.9%
CCOc1ccc2[nH]c3c(NCCN(CC)CC)ncnc3c2c1	0.7%[50 µM]	-0.1	851	3.3%
COc1ccc(C2/C(=C(/O)c3ccc(F)cc3)C(=O)C(=O)N2CCCN2CCOCC2)cc1OC (stereo not given)	0.3%	3.1	830	-1.7%
CC(=O)Oc1ccc2c3c(c(=O)oc2c1C)CCCC3	1.1%	11.4	653	-0.7%
C=CCOc1ccccc1CN1CCN(CCc2ccccc2)C(CCO)C1 (stereo not given)	0.0%	5.4	769	4.4%
O=C(CNC(=O)c1ccc(Cl)cc1Cl)OCC(=O)N1CCN(c2ccccc2)CC1	-0.1%	11.0	657	-0.7%
Cc1cc(C(=O)Nc2ccncc2)c2ccccc2n1	-0.1%	-3.3	659	1.2%
Cc1cc(NC(=O)CS(=O)(=O)c2c[nH]c3ccccc23)no1	1.2%[50 µM]	-3.0	690	-1.4%
O=C(NC1CCCCC1)C(c1ccc(F)cc1)N(Cc1ccco1)C(=O)c1csnn1 (stereo not given)	-0.4%	-6.0	734	-4.3%
Cc1sc(N)nc1-c1ccc2c(c1)OCCO2	0.0%	0.3	853	-4.9%
CC(C)n1cc(NC(=O)COc2ccccc2Cl)cn1	0.0%	-31.8	751	-2.2%
Cc1cc(C)n(CCN(C)C(=O)C2CCC(=O)N(CCN3CCOCC3)C2)n1 (stereo not given)	0.0%	-2.0	655	10.0%
O=C(O)c1ccc(S(=O)(=O)N2CCC(Cc3ccccc3)CC2)cc1	-0.3%	12.7	804	-1.3%
CCC1(c2ccccc2)NC(=O)N(CC(=O)Nc2ccccc2N2CCCCC2)C1=O (stereo not given)	0.2%	-5.1	855	5.7%
Cc1ccc(S(=O)(=O)N2CCN(Cc3ccco3)CC2)cc1C	0.1%[50 µM]	-19.5	765	-6.4%
Cc1ccccc1Cc1c(C)nc2nc(SCC(=O)NCCCN3CCCC3)nn2c1C	-0.3%	-5.8	749	-6.0%
Cc1onc(-c2ccccc2Cl)c1C(=O)N1CCC(Cc2ccccc2)CC1	0.3%	-13.8	611	1.4%
CCCNC(=O)c1ccc2c(c1)S(=O)(=O)c1ccccc1C2=O	0.1%	-0.7	785	-4.5%
Cc1ccccc1NC(=S)Nn1cnnc1	-0.1%	17.4	733	5.4%
O=C(Nc1scc(-c2ccccc2)c1C(=O)O)c1ccccc1Cl	-1.2%[50 µM]	11.4	833	7.5%
CC1CN(C(=O)/C=C/c2ccc(SC(F)F)cc2)CC(C)O1 (stereo not given)	0.2%[50 µM]	1.4	837	9.8%
CCC(C)[C@H](NC(=O)[C@@H]1CSC2c3ccccc3C(=O)N21)C(=O)NCC1CCCO1 (stereo not given in full)	0.0%	9.6	725	7.9%
COc1ccccc1/C=C1/C(=O)N(c2ccc([N+](=O)[O-])cc2)N=C1C	0.1%	-18.5	754	-5.7%
CSc1ncccc1C(=O)N(C)CC(=O)Nc1cccc(F)c1	0.1%	-3.5	793	3.1%
O=C(COc1cccc(-n2cnnn2)c1)Nc1ccc([N+](=O)[O-])cc1	0.2%	-2.1	762	30.2%
CC[C@H](C)[C@H](NC(N)=O)C(=O)NNC(=O)c1ccc(COc2cccc3cccnc23)cc1	0.7%	2.5	751	-6.2%
CN(CC(=O)NCc1cccs1)CC(=O)Nc1ccc(F)c(F)c1F	1.7%[50 µM]	2.1	665	7.4%
O=C(Nc1ccc(NC(=O)c2cccnc2Cl)cc1)c1cccc(Cl)c1	0.0%	10.5	809	-1.2%
COc1ccc(-c2nc(CN3CCN(Cc4cccc(Cl)c4)CC3)c(C)o2)cc1	0.3%	-16.9	759	2.8%
O=S(=O)(c1ccccc1)c1nnn2c1nc(NC1CCN(Cc3ccccc3)CC1)c1ccccc12	1.5%	-15.4	763	-7.8%
CCOC(=O)C1CCN(C(=O)C2CCN(S(=O)(=O)c3ccc4c(c3)CC(C)N4C(C)=O)CC2)CC1 (stereo not given)	0.1%	1.5	750	0.4%

Compound profiles, from the list above. Values in the order: K1F lysis inhibition	Hep lipid drop	Hep lipid drop cells 6.5 µM	SIAH1 antagonists
O=C(Nc1ccc(NC(=O)c2cccnc2Cl)cc1)c1cccc(Cl)c1 reads 0.0%	10.5	809	-1.2%
O=C(O)c1ccc(S(=O)(=O)N2CCC(Cc3ccccc3)CC2)cc1 reads -0.3%	12.7	804	-1.3%

(listing goes on)
SMILES	K1F lysis inhibition	Hep lipid drop	Hep lipid drop cells 6.5 µM	SIAH1 antagonists
O=C(O)C1CCCN(C(=O)c2cccc3ccccc23)C1 (stereo not given)	0.0%	-3.3	760	0.0%
FC(F)(F)c1nnc2n1N=C(c1ccccc1)CS2	0.2%	-6.1	398	4.3%
COc1ccc(C(=O)NCCCOC(C)C)cc1OC1CCN(C(C)=O)CC1	0.4%	-2.5	830	-5.8%
O=C(Nc1ccccn1)C1CCCN1S(=O)(=O)c1ccc(Cl)cc1 (stereo not given)	-0.1%	-11.9	478	0.5%
COc1cccc(C(=S)N2CCOCC2)c1OS(=O)(=O)c1ccc(Cl)cc1	0.1%	-5.3	833	1.9%
Cc1sc2nc(SCC(=O)Nc3ccccc3F)[nH]c(=O)c2c1C	-0.8%	3.2	870	7.3%
Cn1ncc([N+](=O)[O-])c1C(=O)Nc1cccc(Cl)c1	0.2%	-0.3	798	-6.7%
c1ccc(-c2cn(CC3CCCCC3)nn2)cc1	2.8%	-2.4	776	2.4%
CC(=O)N(C1=C(Cl)C(=O)c2ccccc2C1=O)c1ccc(C(=O)O)cc1	-0.6%[50 µM]	4.9	824	5.6%
Cc1c(C)c2ccc(OC(C)C(=O)N[C@@H](Cc3c[nH]c4ccccc34)C(=O)O)c(C)c2oc1=O (stereo not given in full)	-0.2%	-1.4	794	2.8%
COC(=O)/C=C1/S/C(=N/NC(=O)c2ccccc2OC)NC1=O	0.0%	-1.7	704	4.4%
CC(=O)Nc1ccc(S(=O)(=O)NCc2cc(=O)n(C)c(=O)n2C)cc1	0.2%	-1.3	750	12.3%
Cc1ccc(S(=O)(=O)N2CCC(C(=O)OC(C)C(=O)NC(N)=O)CC2)cc1C (stereo not given)	-0.9%[50 µM]	-17.4	641	10.3%
CC(C)C(NS(=O)(=O)c1ccc2c(c1)Cc1cc(S(=O)(=O)NC(C(=O)O)C(C)C)ccc1-2)C(=O)O (stereo not given)	0.2%	7.1	864	1.5%
COCCn1c(SCC(=O)Nc2ccccc2F)nc2c([nH]c3ccccc32)c1=O	0.2%	-11.5	797	4.2%
O=C(CN1CCCCCC1)Nc1ccccc1Cl	0.0%	-0.2	793	-8.2%
O=C(NCc1ccccc1)/C(=C\c1ccc([N+](=O)[O-])cc1)NC(=O)c1ccco1	-0.2%	-15.9	859	-2.3%
CCOc1ccc(S(=O)(=O)N2CCC(C(=O)NCc3ccco3)CC2)cc1C	-0.1%	0.3	738	5.7%
O=C(CSc1nncn1-c1ccccc1)NC1CCCC1	-0.2%	-3.0	841	6.1%
O=C1CN(C(=O)N[C@@H](Cc2ccccc2)C(=O)N[C@@H](Cc2ccccc2)C(=O)O)c2ccccc2N1	3.1%	1.0	799	6.5%
COCCn1c(CN2CCN(C(c3ccccc3)c3ccccc3)CC2)nc2c1c(=O)n(C)c(=O)n2C	0.2%	-6.4	798	1.6%
NC1=NC(=O)C(Cc2ccc(Br)cc2)S1 (stereo not given)	0.2%	3.7	672	6.9%
Cc1ccc(NC(=O)C2C3C=CC(O3)C2C(=O)O)cc1C (stereo not given)	0.8%	1.4	762	1.7%
CC1=NN(C(=O)c2ccccc2Br)C(O)(c2ccc(Cl)cc2)C1 (stereo not given)	0.3%	-0.8	804	3.8%
CC(C)NC(=O)CN1C(=O)c2cccc3cccc1c23	0.1%	-7.4	797	3.5%
COc1ccc(C(CNC(=O)Cc2cccs2)N(C)C)cc1 (stereo not given)	0.8%	-9.0	737	-0.4%
COc1ccccc1N1CCN(C(=O)Cc2ccc(Cl)cc2)CC1	-2.5%	-7.0	806	12.5%
CC(=O)c1c(C)[nH]c(C(=O)/C(C#N)=C/c2cccc(C)c2)c1C	0.3%	1.9	786	-6.5%
Cc1ccc(-c2csc(N3CCN(c4cc5c(cc4Cl)nc(C(C)N)n5CCCO)CC3)n2)cc1 (stereo not given)	0.5%	-0.2	811	4.7%
CCc1ccc(CNC(=O)c2ccc3c(c2)NC(=O)C(N2CCOCC2)S3)cc1 (stereo not given)	-0.2%	-7.1	724	-2.9%
COc1ccc(CCN2CC(C(=O)N3CCC(OC)CC3)CCC2=O)cc1 (stereo not given)	-0.1%	6.5	890	-1.7%
COc1cc(OC)cc(N(C(=O)CNC(=O)c2ccco2)C(C(=O)NCC2CCCO2)c2ccccc2)c1 (stereo not given)	1.4%	5.3	849	-4.1%
CCn1cc(C(=O)Nc2ncccc2O)c(=O)c2cc(F)c(N3CCN(C(=O)c4ccco4)CC3)cc21	1.6%	-19.3	680	8.0%
CCC(=O)Nc1ccc(NC(=O)c2cccc3ccccc23)cc1	7.4%	-9.5	777	9.3%
CCc1nc(Nc2cccc(F)c2)c2oc3ccccc3c2n1	0.3%	-25.3	712	-3.3%
COc1ccc(OC)c(NC(=O)COc2ccc(S(=O)(=O)N3CCCC3)cc2)c1	-0.2%	7.6	836	1.0%
CCc1nnc(NC(=O)c2ccc(C)o2)s1	-0.5%[50 µM]	-6.9	765	2.1%
O=C(CNC(=O)N1CC(=O)Nc2ccccc21)Nc1cc(Cl)ccc1Cl	-0.3%	31.6	718	-1.0%
CC(C)C1Oc2ccccc2N(CC(=O)NC2CCCCC2)C1=O (stereo not given)	0.8%	-39.2	832	-2.0%
COc1ccc(C(=O)NC(=S)Nc2ccc(N3CCOCC3)cc2)cc1Cl	0.8%	7.8	791	-0.4%
CC(=O)Nc1ccc(S(=O)(=O)N2CCN(C(=O)C3COc4ccccc4O3)CC2)cc1 (stereo not given)	2.0%	-0.2	801	2.3%
CC(=O)N(CCc1ccccc1C)Cc1cc2ccc(C)cc2[nH]c1=O	0.1%	4.7	821	2.6%
